Bioassay records as filed in PubChem.
APP 5'UTR act – activates APP 5'UTR luciferase reporter | SH-SY5Y APP 5'UTR luciferase reporter, luminescence; zero percent = DMSO vehicle wells | activation, % at 2 µM | actives 1% (n = 190,000);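 active = activation above a set limit, based on mean plus 3 SD of controls, cut at about 140% in these data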; also: values of inactives mirror those of a sister screen read the other way
FLuc inh counter – counter-screen for luciferase assay inhibitors: firefly luciferase inhibition | inhibition, % at 10 µM | AID 1006 | actives 1.5% (n = 200,000) | P08659 | ATPLite firefly luciferase biochemical luminescence, 10 min;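 active = inhibition above about 50% when tested at 10 µM, limit read from the data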
Target sequence (P08659 whole entry, looked up): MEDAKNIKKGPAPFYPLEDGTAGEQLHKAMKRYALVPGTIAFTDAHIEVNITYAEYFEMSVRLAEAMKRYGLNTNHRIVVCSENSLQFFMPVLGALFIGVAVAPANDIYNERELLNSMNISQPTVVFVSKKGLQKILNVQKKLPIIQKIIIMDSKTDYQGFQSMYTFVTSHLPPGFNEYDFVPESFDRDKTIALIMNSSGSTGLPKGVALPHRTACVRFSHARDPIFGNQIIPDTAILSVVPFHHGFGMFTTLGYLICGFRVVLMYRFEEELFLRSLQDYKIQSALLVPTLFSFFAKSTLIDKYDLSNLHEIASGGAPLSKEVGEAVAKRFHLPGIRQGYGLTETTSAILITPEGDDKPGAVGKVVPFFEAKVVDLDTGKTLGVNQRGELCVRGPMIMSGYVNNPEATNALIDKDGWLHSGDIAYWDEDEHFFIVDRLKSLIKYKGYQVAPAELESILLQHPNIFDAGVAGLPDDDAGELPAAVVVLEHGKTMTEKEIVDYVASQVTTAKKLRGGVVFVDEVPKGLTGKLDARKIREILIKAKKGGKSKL
STAT3 activator – activators of IL-6 induced STAT3 signaling | U3A cells, IL-6 STAT3-luciferase reporter, luminescence; 100% = signal with IL-6 EC80 alone | actives 0.91% (n = 190,000) | activation (% of control), % at 5.6 µM;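 active = activation above the screen-wide mean of compound activation plus 3 SD, cut at about 130% in these data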;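 also: 0% = background luminescence of wells with medium and substrate only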
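Material: human STAT1-deficient U3A cells with stable STAT3-luciferase reporter / Probe or stimulus: IL-6 stimulus at 33 ng/mL final / Schedule: 1 h compound pre-exposure, 6 h IL-6 stimulation, 37 °C / Technique: luminescence / Read-out basis: percent of IL-6-only median luminescence / Control set: IL-6-only high control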
FLuc stim CS – affects firefly luciferase, flagging false hits in luciferase stimulation screens; ATPlite luciferase biochemical, luminescence, 10 min; 0 = ATP-free wells, 1 = DMSO control; activation factor at 10 µM; 200,000 tested, under 10 active; AID 1027;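 active = luciferase activation factor, scaled between plate controls, of at least 2 with compound at 10 µM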
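test system = cell-free luciferase reagent | medium = PBS as buffer for the ATP substrate | dosing = test compounds dosed from 2 mM stocks in 100% DMSO | incubation = 10 min at ambient temperature | detection = luminescence measurement of luciferase light output | benchmarks = low control with PBS replacing ATP, high control enzyme plus ATP without compound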
STAT1 activator – activators of IFN-gamma induced STAT1 signaling; activation (% of control), % at 5.5 µM; actives 2.6% (n = 200,000); NIH 3T3 STAT1-luciferase reporter, luminescence; 100% = IFN-gamma alone, no compound;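 active = activation above the screen-wide mean activation plus 3 SD, cut at about 130% in these data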;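 also: raw ratio to IFN-gamma control signal so 100% means no change and 0% no light; values of inactives mirror those of a sister screen read the other way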
ROMK primary – modulates human ROMK potassium channel activity; Tet-inducible ROMK, thallium flux fluorescence; actives lie on both sides; B-score at 10 µM; actives 2% (n = 130,000); AID 1918;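 active = signal ratio slope over the read window, or its plate-corrected B-score, at least 3 SD from the plate mean, either direction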;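 also: B-score of the F/F0 ratio slope over 7 to 12 s after thallium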
Target sequence (P48048 whole entry, looked up): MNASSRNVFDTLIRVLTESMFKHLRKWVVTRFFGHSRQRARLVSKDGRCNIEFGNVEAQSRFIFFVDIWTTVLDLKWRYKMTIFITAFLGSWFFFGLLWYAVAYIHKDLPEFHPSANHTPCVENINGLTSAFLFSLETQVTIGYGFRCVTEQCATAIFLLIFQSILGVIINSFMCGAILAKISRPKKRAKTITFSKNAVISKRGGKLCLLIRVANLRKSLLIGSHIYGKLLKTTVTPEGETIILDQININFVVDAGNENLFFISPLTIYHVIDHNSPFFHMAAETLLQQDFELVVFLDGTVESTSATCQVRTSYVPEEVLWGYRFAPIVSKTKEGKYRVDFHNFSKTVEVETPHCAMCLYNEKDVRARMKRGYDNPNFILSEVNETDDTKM
APP 5UTR inh – APP translation inhibition; AID 1285; SH-SY5Y APP 5'UTR-luciferase reporter, luminescence; actives 0.82% (n = 190,000); inhibition, % at 2 µM;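 active = inhibition above a set limit, derived from the sample mean plus 3 SD, cut at about 45% in these data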; also: values of inactives mirror those of a sister screen read the other way
NF-kB expr up – NF-kB expression increase, human neuronal cells | actives 1.6% (n = 190,000) | AID 1239 | fold change at 12.5 µM | NF-kB reporter expression; active compounds read high; in the data active = fold change above about 3.3
STAT1 blocker – reduces IFN-gamma driven STAT1 reporter signal | NIH 3T3 STAT1-luciferase reporter, luminescence | inhibition, % at 5.5 µM | actives 0.35% (n = 200,000) | AID 920;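 active = inhibition above a set limit, the mean inhibition across all tested compounds plus 3 SD, cut at about 34% in these data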;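 also: 0% = IFN-gamma with DMSO and 100% = IFN-gamma with 300 µM nifuroxazide; values of inactives mirror those of a sister screen read the other way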
STAT3 blocker – reduces IL-6 driven STAT3 reporter signal; U3A cells, IL-6 STAT3-luciferase reporter, luminescence; host cell line lacks STAT1; inhibition, % at 5.5 µM; actives 0.89% (n = 190,000); AID 862;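 active = inhibition above the mean inhibition across all screened compounds plus 3 SD, cut at about 44% in these data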;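 also: 0% = DMSO only wells and 100% = 100 µM nifuroxazide control wells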
Active calls of the source: *. Random draw from the library; overall some 7.1% were active at least once.

How did CC1=C(C(=O)OCc2ccc3c(c2)OCO3)C(c2ccc(F)cc2)NC(=O)N1 (configuration not stated) do in these assays?
APP 5'UTR act: -44; FLuc inh counter: -11; STAT3 activator: 93; FLuc stim CS: 1.1; STAT1 activator: 94; ROMK primary: 0.26; APP 5UTR inh: 44; NF-kB expr up: 0.49; STAT1 blocker: 6; STAT3 blocker: 9

Results for Cc1cc(OC(=O)c2c(Cl)cccc2Cl)nc(C)n1 ?
APP 5'UTR act: 21; FLuc inh counter: 1; STAT3 activator: 99; FLuc stim CS: 1; STAT1 activator: 88; APP 5UTR inh: -21; NF-kB expr up: 0.99; STAT1 blocker: 11; STAT3 blocker: 10

How did O=C(NCc1ccc2c(c1)OCO2)c1ccc2c(=O)n(C3CCCC3)c(=O)[nH]c2c1 do in these assays?
APP 5'UTR act: 15; FLuc inh counter: -1; STAT3 activator: 102; FLuc stim CS: 1; STAT1 activator: 100; ROMK primary: 1.6; APP 5UTR inh: -15; NF-kB expr up: 0.68; STAT1 blocker: 0; STAT3 blocker: 2

What do the screens show for `Cc1nnsc1SCCNC(=O)c1c(F)cccc1F`?
APP 5'UTR act: -8; FLuc inh counter: -4; STAT3 activator: 90; FLuc stim CS: 1; STAT1 activator: 96; APP 5UTR inh: 8; NF-kB expr up: 1.4; STAT1 blocker: 4; STAT3 blocker: 18

Results for Cc1cc(C)c(NC(=O)/C(C#N)=C/c2ccc(OCc3ccc(F)cc3)cc2)c(C)c1 ?
APP 5'UTR act: 18; FLuc inh counter: -3; STAT3 activator: 104; FLuc stim CS: 1; STAT1 activator: 101; APP 5UTR inh: -18; NF-kB expr up: 1.2; STAT1 blocker: -1; STAT3 blocker: -10

Results for COc1cccc(CN2CCN(C3CCN(c4ccccc4C)CC3)CC2CCO)c1 (configuration not stated) ?
APP 5'UTR act: 3; FLuc inh counter: -4; STAT3 activator: 100; FLuc stim CS: 1; STAT1 activator: 93; ROMK primary: -0.39; APP 5UTR inh: -3; NF-kB expr up: 0.85; STAT1 blocker: 6; STAT3 blocker: 5

Results for COCCCNC(=O)C1CCN(S(=O)(=O)c2c(C)noc2/C=C\c2ccc(OC)cc2)CC1 ?
APP 5'UTR act: 1; FLuc inh counter: -5; STAT3 activator: 104; FLuc stim CS: 1; STAT1 activator: 97; APP 5UTR inh: -1; NF-kB expr up: 0.95; STAT1 blocker: 3; STAT3 blocker: 1

How did Cc1cccc(NC(=O)CSc2n[nH]c(-c3ccncc3)n2)c1 do in these assays?
APP 5'UTR act: 0; FLuc inh counter: -7; STAT3 activator: 97; FLuc stim CS: 1.1; STAT1 activator: 91; APP 5UTR inh: 0; NF-kB expr up: 0.8; STAT1 blocker: 9; STAT3 blocker: 7

Results for NNC(=O)c1cc(Cl)ccc1Cl ?
APP 5'UTR act: -19; FLuc inh counter: -4; STAT3 activator: 101; FLuc stim CS: 1; STAT1 activator: 101; ROMK primary: -0.00061; APP 5UTR inh: 19; NF-kB expr up: 1.2; STAT1 blocker: 2; STAT3 blocker: -4

How did CCOC(=O)N1CCN(C(=O)c2cc(C)no2)CC1 do in these assays?
APP 5'UTR act: 10; FLuc inh counter: -5; FLuc stim CS: 1; APP 5UTR inh: -10; NF-kB expr up: 1

How did COC(=O)c1cc(=O)nc2sc(-c3ccccc3)nn12 do in these assays?
APP 5'UTR act: 0; FLuc inh counter: -8; STAT3 activator: 93; FLuc stim CS: 1.1; STAT1 activator: 98; ROMK primary: 0.048; APP 5UTR inh: 0; NF-kB expr up: 1.1; STAT1 blocker: 2; STAT3 blocker: 10

What do the screens show for `O=C(Nc1ccc([N+](=O)[O-])cc1)Nc1ccc(OC(F)F)c(Cl)c1`?
APP 5'UTR act: -23; FLuc inh counter: -7; STAT3 activator: 89; FLuc stim CS: 1.1; STAT1 activator: 85; ROMK primary: 1.2; APP 5UTR inh: 23; NF-kB expr up: 0.72; STAT1 blocker: 18; STAT3 blocker: 11

Results for Cc1ccc(-c2csc(-c3ccncc3)n2)cc1 ?
APP 5'UTR act: 70; FLuc inh counter: 10; STAT3 activator: 98; FLuc stim CS: 0.9; STAT1 activator: 144*; ROMK primary: -1.3; APP 5UTR inh: -70; NF-kB expr up: 2.6; STAT1 blocker: -47; STAT3 blocker: 5

How did Oc1cccc(/C=N/NC(=S)Nc2cccnc2)c1O do in these assays?
APP 5'UTR act: -42; FLuc inh counter: 47; STAT3 activator: 89; FLuc stim CS: 0.5; STAT1 activator: 91; ROMK primary: -0.22; APP 5UTR inh: 42; NF-kB expr up: 2.6; STAT1 blocker: 10; STAT3 blocker: 12

Results for COC(=O)Cn1cnc2sc(C)c(S(=O)(=O)N3CCC(C)CC3)c2c1=O ?
APP 5'UTR act: -5; FLuc inh counter: -3; STAT3 activator: 106; FLuc stim CS: 1; STAT1 activator: 107; ROMK primary: 0.18; APP 5UTR inh: 5; NF-kB expr up: 1.1; STAT1 blocker: -8; STAT3 blocker: -4

How did Cc1cc(C)c(S(=O)(=O)c2ccccc2)c(OC(=O)c2ccc(Cl)cc2Cl)n1 do in these assays?
APP 5'UTR act: -1; FLuc inh counter: -7; STAT3 activator: 99; FLuc stim CS: 1.1; STAT1 activator: 99; ROMK primary: -0.072; APP 5UTR inh: 1; NF-kB expr up: 1.1; STAT1 blocker: 1; STAT3 blocker: 5

What do the screens show for `COc1ccc2c(c1)[nH]c1c(=O)n(CCC3=CCCCC3)cnc12`?
APP 5'UTR act: 1; FLuc inh counter: -8; STAT3 activator: 91; FLuc stim CS: 1.1; STAT1 activator: 96; ROMK primary: -0.015; APP 5UTR inh: 0; NF-kB expr up: 0.91; STAT1 blocker: 4; STAT3 blocker: 15

Results for C/C(=N\Nc1cccc(Cl)c1)c1ccc(-n2ccnc2)cc1 ?
APP 5'UTR act: 3; FLuc inh counter: -3; STAT3 activator: 91; FLuc stim CS: 1; STAT1 activator: 104; ROMK primary: 1.5; APP 5UTR inh: -3; NF-kB expr up: 2; STAT1 blocker: -4; STAT3 blocker: 9

How did CCN(CC(=O)Nc1ccccc1OC)CC(=O)Nc1ccccc1-c1ccccc1 do in these assays?
APP 5'UTR act: -3; FLuc inh counter: 3; STAT3 activator: 100; FLuc stim CS: 1; STAT1 activator: 93; ROMK primary: 2.4; APP 5UTR inh: 3; NF-kB expr up: 1.2; STAT1 blocker: 5; STAT3 blocker: 6

How did Cc1ccc(C(CCN)c2ccco2)cc1 (configuration not stated) do in these assays?
APP 5'UTR act: 2; FLuc inh counter: -10; STAT3 activator: 106; FLuc stim CS: 1.1; STAT1 activator: 96; ROMK primary: -0.84; APP 5UTR inh: -2; NF-kB expr up: 1.5; STAT1 blocker: 4; STAT3 blocker: -4

Results for CC(C)CC(=O)NC1(C(F)(F)F)C(=O)Nc2c1c(=O)n(C)c(=O)n2C (configuration not stated) ?
APP 5'UTR act: 1; FLuc inh counter: -3; STAT3 activator: 101; FLuc stim CS: 1; STAT1 activator: 100; ROMK primary: 0.95; APP 5UTR inh: -1; NF-kB expr up: 1; STAT1 blocker: -2; STAT3 blocker: 2

What do the screens show for `COc1ccc(C2CCN(Cc3cccnc3)CC2O)cc1` (configuration not stated)?
APP 5'UTR act: 18; FLuc inh counter: -4; STAT3 activator: 97; FLuc stim CS: 1; STAT1 activator: 90; ROMK primary: -0.17; APP 5UTR inh: -18; NF-kB expr up: 1.1; STAT1 blocker: 11; STAT3 blocker: 6

What do the screens show for `CCCN1C/C(=C/c2ccc3c(c2)OCO3)C(=O)/C(=C/c2ccc3c(c2)OCO3)C1`?
APP 5'UTR act: 3; FLuc inh counter: 0; STAT3 activator: 99; FLuc stim CS: 1; STAT1 activator: 99; APP 5UTR inh: -3; NF-kB expr up: 0.81; STAT1 blocker: 1; STAT3 blocker: 4

What do the screens show for `COc1ccc(NC2=C(Cl)C(=O)N(c3ccccc3)C2=O)c(OC)c1`?
APP 5'UTR act: 10; FLuc inh counter: -7; STAT3 activator: 100; FLuc stim CS: 1.1; STAT1 activator: 90; ROMK primary: -0.6; APP 5UTR inh: -10; NF-kB expr up: 1.2; STAT1 blocker: 9; STAT3 blocker: 6

What do the screens show for `COc1ccc(N2C(=O)CC(Nc3ccc(F)cc3)C2=O)c([N+](=O)[O-])c1` (configuration not stated)?
APP 5'UTR act: 13; FLuc inh counter: -2; STAT3 activator: 93; FLuc stim CS: 1; STAT1 activator: 100; ROMK primary: 0.025; APP 5UTR inh: -13; NF-kB expr up: 0.81; STAT1 blocker: 0; STAT3 blocker: 17

Results for CN(C)C(=S)SCC(=O)Nc1cccc(C(F)(F)F)c1 ?
APP 5'UTR act: -3; FLuc inh counter: -8; STAT3 activator: 100; FLuc stim CS: 1.1; STAT1 activator: 103; ROMK primary: -0.56; APP 5UTR inh: 3; NF-kB expr up: 1.1; STAT1 blocker: -4; STAT3 blocker: 2

What do the screens show for `CCc1ccccc1NC(=S)NC1CC2CCC(C1)N2Cc1ccco1` (configuration not stated)?
APP 5'UTR act: 30; FLuc inh counter: -7; STAT3 activator: 109; FLuc stim CS: 1.1; STAT1 activator: 105; APP 5UTR inh: -30; NF-kB expr up: 0.97; STAT1 blocker: -6; STAT3 blocker: 1

How did CCOC(=O)c1ccc(-c2ccc(CO)o2)cc1 do in these assays?
APP 5'UTR act: 70; FLuc inh counter: 38; STAT3 activator: 98; FLuc stim CS: 0.6; STAT1 activator: 129*; ROMK primary: -0.1; APP 5UTR inh: -70; NF-kB expr up: 2.8; STAT1 blocker: -32; STAT3 blocker: 10

How did Cn1c(NC2CCCCC2)c(N=O)c(=O)n(C)c1=O do in these assays?
APP 5'UTR act: -13; FLuc inh counter: -2; STAT3 activator: 94; FLuc stim CS: 1; STAT1 activator: 104; ROMK primary: -0.21; APP 5UTR inh: 13; NF-kB expr up: 1.4; STAT1 blocker: -5; STAT3 blocker: 17

What do the screens show for `COc1ccc(/C=C2\NC(=S)N(CC3CCCO3)C2=O)c(OC)c1C` (configuration not stated)?
APP 5'UTR act: 7; FLuc inh counter: 1; STAT3 activator: 96; FLuc stim CS: 1; STAT1 activator: 99; APP 5UTR inh: -7; NF-kB expr up: 1.2; STAT1 blocker: 1; STAT3 blocker: 12

How did COC(=O)c1cc(Br)c(=O)n(-c2ccc(OC)cc2)c1 do in these assays?
APP 5'UTR act: 7; FLuc inh counter: -10; STAT3 activator: 103; FLuc stim CS: 1.1; STAT1 activator: 102; APP 5UTR inh: -7; NF-kB expr up: 0.98; STAT1 blocker: -2; STAT3 blocker: 0

Results for CC(=O)C1=C(c2ccc(Br)cc2)C(=O)c2ccccc2C1=O ?
APP 5'UTR act: -68; FLuc inh counter: -8; STAT3 activator: 101; FLuc stim CS: 1.1; STAT1 activator: 106; ROMK primary: -4.7*; APP 5UTR inh: 68*; NF-kB expr up: 0.64; STAT1 blocker: -7; STAT3 blocker: 3
